High-throughput results: PubChem, several laboratories
PHOSPHO1 block – inhibitors of human PHOSPHO1 phosphatase. 1.1% of 290,000 active. Q8TCT1. inhibition, % at 13.3 µM. recombinant PHOSPHO1, absorbance phosphatase assay. AID 1565; in the data active means inhibition above about 60%
Target sequence (Q8TCT1 whole entry, looked up): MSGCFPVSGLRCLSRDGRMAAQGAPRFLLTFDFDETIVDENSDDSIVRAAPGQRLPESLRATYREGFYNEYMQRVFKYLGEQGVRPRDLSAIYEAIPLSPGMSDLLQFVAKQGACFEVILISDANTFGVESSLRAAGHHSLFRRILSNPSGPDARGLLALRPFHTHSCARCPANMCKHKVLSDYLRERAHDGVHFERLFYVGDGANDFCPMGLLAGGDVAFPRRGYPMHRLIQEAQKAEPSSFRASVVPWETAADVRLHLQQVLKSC
NS3 helicase inh – blocks Hepatitis C virus NS3 helicase unwinding; NS3 helicase DNA unwinding, Cy5 molecular beacon fluorescence; inhibition, % at 10.9 µM; 0.56% of 290,000 active;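 active means inhibition above the mean of all tested compounds plus 3 SD, set per campaign, cut at about 35% in these data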;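 further: 0% = DMSO wells and 100% = thioflavine S control wells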
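Test system: hepatitis C virus NS3 helicase domain fragment enzyme. Also added: annealed dual-labelled DNA beacon duplex, ATP-started. Timing: 60 min unwinding reaction at 25 °C after ATP addition. Technique: Cy5 fluorescence. Measure: % inhibition of unwinding.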
V1aR counter – activates human V1a receptor in oxytocin agonist counter-screen; P37288; CHO-V1R cells, Fluo-8 calcium fluorescence, agonist mode; 0% DMSO, 100% 3 nM vasopressin; activation, % at 3 µM; 0.25% of 320,000 active; AID 2797;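 active means activation above the mean activation of all tested compounds plus 3 SD, per screening run, cut at about 20% in these data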;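 further: signal is peak over basal fluorescence ratio across a 100 second FLIPR read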
Target sequence (P37288 whole entry, looked up): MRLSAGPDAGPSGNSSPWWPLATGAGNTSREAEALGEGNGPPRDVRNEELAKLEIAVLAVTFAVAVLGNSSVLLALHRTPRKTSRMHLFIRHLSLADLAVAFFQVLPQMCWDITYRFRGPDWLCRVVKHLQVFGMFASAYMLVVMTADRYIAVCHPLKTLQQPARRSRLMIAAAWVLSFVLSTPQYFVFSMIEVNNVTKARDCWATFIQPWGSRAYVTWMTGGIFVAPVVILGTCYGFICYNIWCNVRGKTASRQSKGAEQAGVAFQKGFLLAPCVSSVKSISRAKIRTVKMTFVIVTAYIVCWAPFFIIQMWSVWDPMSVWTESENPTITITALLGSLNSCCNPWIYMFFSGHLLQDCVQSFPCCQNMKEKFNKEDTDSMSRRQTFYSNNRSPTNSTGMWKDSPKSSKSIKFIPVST
DNA FID counter – counter-screen for HCV NS3 helicase inhibitors: DNA intercalator displacement | 0.17% of 290,000 active | inhibition, % at 7.9 µM | DNA fluorescent intercalator displacement, fluorescence; in the data active means inhibition above about 37%;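 further: 0% = vehicle and 100% = reference compound; higher means more ethidium bromide displaced from hairpin DNA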
GalR3 antag – human GalR3 antagonism; AID 651719; 0.44% of 360,000 active; inhibition, % at 3 µM; HEK293 GalR3-CNG cAMP membrane potential fluorescence; galR3 body fused to GalR1 C-terminus; O60755;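 active means inhibition above the screen-wide average plus 3 SD, cut at about 13% in these data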;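 further: forskolin and galanin both at EC90 stimulate the cells; cAMP rise reported by CNG channel membrane potential dye signal; 0% = forskolin plus galanin with DMSO and 100% = forskolin alone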
GPR7 antag – antagonists of human GPR7 (neuropeptides B/W receptor 1). GPR7-expressing cells, fluorescence antagonist assay. inhibition, % at 4.4 µM. P48145. 1.1% of 290,000 active; in the data active means inhibition above about 16%, passing the limit was not always enough;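 further: cells stimulated with the agonist NPW; 0% = agonist with vehicle and 100% = vehicle without agonist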
IMP-1 inhibitor – blocks Pseudomonas aeruginosa IMP-1 metallo-beta-lactamase; purified IMP-1, nitrocefin hydrolysis, epi-absorbance fluorescence; inhibition, % at 5.6 µM; 0.45% of 290,000 active; AID 1556;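 active means inhibition above the mean plus 3 SD of all compounds in the same screening run, cut at about 4.5% in these data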;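 further: 0% = IMP-1 with DMSO and 100% = DMSO wells lacking enzyme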
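Material – recombinant IMP-1 enzyme, purified · Amount – IMP-1 0.2 nM before substrate addition · Medium – HEPES buffer pH 7.1 with ZnSO4 and Brij 35 · Timing – 25 °C, 15 min preincubation, 25 min reaction · Measured by – plate fluorescence quenching by hydrolysis product, ex 480/em 530 nm · Read-out – percent enzyme inhibition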
OXTR ag – activates the human oxytocin receptor; P30559; CHO-OTR cells, Fluo-8 calcium fluorescence; normalized: DMSO 0%, oxytocin 100%; activation, % at 3 µM; 0.32% of 320,000 active; AID 2435;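 active means activation above the mean of all tested compounds plus 3 SD, cutoff set per screening run, cut at about 20% in these data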;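 further: peak over basal fluorescence ratio from a 100 s FLIPR kinetic read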
Target sequence (P30559 whole entry, looked up): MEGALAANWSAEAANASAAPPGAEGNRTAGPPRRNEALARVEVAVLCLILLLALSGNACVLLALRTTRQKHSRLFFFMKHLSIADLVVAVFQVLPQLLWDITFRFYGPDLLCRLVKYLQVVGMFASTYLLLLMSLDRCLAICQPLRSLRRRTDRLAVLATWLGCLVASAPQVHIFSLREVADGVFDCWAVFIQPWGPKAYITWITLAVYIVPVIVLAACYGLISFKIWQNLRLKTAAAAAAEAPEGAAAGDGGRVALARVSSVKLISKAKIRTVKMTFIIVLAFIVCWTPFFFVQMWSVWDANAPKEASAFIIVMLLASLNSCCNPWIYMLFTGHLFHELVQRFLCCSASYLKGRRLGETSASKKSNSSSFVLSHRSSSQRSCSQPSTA
VIM-2 inh – blocks Pseudomonas aeruginosa VIM-2 metallo-beta-lactamase; inhibition, % at 5.6 µM; purified VIM-2, nitrocefin hydrolysis, epi-absorbance fluorescence; AID 1527; 0.89% of 290,000 active;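 active means inhibition above the mean of all tested compounds plus 3 SD, cutoff set per screening run, cut at about 7.5% in these data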;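 further: red hydrolysis product quenches plate fluorescence so inhibitors raise well fluorescence; 0% = enzyme with DMSO and 100% = DMSO without enzyme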
Active calls of the source: *; . = no result given.

Each structure is followed by: PHOSPHO1 block	NS3 helicase inh	V1aR counter	DNA FID counter	GalR3 antag	GPR7 antag	IMP-1 inhibitor	OXTR ag	VIM-2 inh
O=C(CN1C(=O)NC2(CCCC2)C1=O)Nc1cc(Cl)ccc1N1CCCC1
    31	7	-0.8	-12	-2	-1	2.7	-0.8	2.9
COc1ccc(C2Nc3ccccc3C(=O)N2Cc2ccco2)cc1COc1ccc(F)cc1 (stereo unspecified)
    -8	-11	-0.2	-29	-7	27*	-2.0	0.2	-1.2
CCOC(=O)C1CCCN(CC(O)COCc2ccc3c(c2)OCO3)C1 (stereo unspecified)
    19	-4	-0.5	1	-4	1	0.0	0.0	-4.3
O=C1c2ccccc2C(=O)N1CCc1c[nH]c2ccc(O)cc12
    -17	1	1.0	6	7	2	-2.2	1.0	0.8
N#CCSc1ncnc2ccccc12
    13	6	-0.2	-4	0	-4	-2.1	1.0	-2.1
Clc1ccc2ncc(-c3nnnn3-c3ccccc3)c(-c3ccccc3)c2c1
    26	0	-1.2	-10	-3	-9	-1.9	-1.7	-1.9
CCOCc1nnc(NC(=O)c2ccc(NC(C)=O)cc2)s1
    2	-20	-0.6	-6	-4	7	-3.0	-0.4	0.5
C[C@H](NC(=O)C(c1ccccc1)c1ccccc1)c1ccccc1
    40	-7	.	-25	-10	20	-1.5	.	-3.2
COc1cccc(CSc2nnc(C(F)(F)F)n2Cc2ccc(F)cc2)c1
    -1	-10	-0.6	-28	-10	-6	-1.3	-0.6	1.2
CC(NC(=O)c1ccc2c(c1)OCCO2)c1ccc(S(N)(=O)=O)cc1 (stereo unspecified)
    16	2	0.7	-2	1	-2	-3.6	-1.0	-2.3
Cc1cccc(Cc2cnc(NC(=O)c3ccc(C)o3)s2)c1
    23	8	0.0	-6	-4	-7	-3.9	-1.4	-3.4
CC(=O)COC(=O)c1cccc(N2C(=O)C3C4C=CC(C4)C3C2=O)c1 (stereo unspecified)
    -14	13	0.2	-10	1	-7	-5.2	-0.3	-1.4
COC(=O)c1scc(C)c1NC(=O)Cc1ccccc1
    16	1	-0.2	-1	-5	-15	-3.1	-0.7	-1.6
O=C(CCc1ccccc1)Nc1cccc(-c2nnc(-c3ccco3)o2)c1
    10	5	6.0	-7	-8	5	-1.7	0.1	-0.8
COc1ccc(NC(=O)C/C(C)=N/NC(=O)c2ccccn2)c(OC)c1
    11	-6	-1.4	-23	-8	-3	-8.7	-1.1	-6.6
COc1ccc(-n2nc(C(=O)Nc3nc4ccc(OC)cc4s3)c3ccccc3c2=O)c(OC)c1
    -22	3	0.3	-1	.	-6	-3.3	-1.1	-1.9
COCCn1c(C)cc(C(=O)COC(=O)CCc2ccc(S(=O)(=O)N3CCOCC3)cc2)c1C
    -8	3	1.8	-27	0	4	-0.9	1.6	-0.7
CC1(CCc2ccc3c(c2)OCO3)NC(=O)c2ccccc2N1 (stereo unspecified)
    -6	-5	0.0	-6	-2	-12	-8.1	0.4	-5.0
COc1ccc(C(=O)CCC(=O)NC2=NCCS2)cc1
    28	7	0.7	-2	3	0	-0.5	0.7	0.8
CCCCOC(=O)N1CCOCCOCCOCCOCC1
    4	3	0.2	-4	-6	-3	-2.1	0.4	-2.5

In the list so far, 5 have four or more nitrogen atoms:
Each structure is followed by: PHOSPHO1 block	NS3 helicase inh	V1aR counter	DNA FID counter	GalR3 antag	GPR7 antag	IMP-1 inhibitor	OXTR ag	VIM-2 inh
O=C(CN1C(=O)NC2(CCCC2)C1=O)Nc1cc(Cl)ccc1N1CCCC1
    31	7	-0.8	-12	-2	-1	2.7	-0.8	2.9
Clc1ccc2ncc(-c3nnnn3-c3ccccc3)c(-c3ccccc3)c2c1
    26	0	-1.2	-10	-3	-9	-1.9	-1.7	-1.9
CCOCc1nnc(NC(=O)c2ccc(NC(C)=O)cc2)s1
    2	-20	-0.6	-6	-4	7	-3.0	-0.4	0.5
COc1ccc(NC(=O)C/C(C)=N/NC(=O)c2ccccn2)c(OC)c1
    11	-6	-1.4	-23	-8	-3	-8.7	-1.1	-6.6
COc1ccc(-n2nc(C(=O)Nc3nc4ccc(OC)cc4s3)c3ccccc3c2=O)c(OC)c1
    -22	3	0.3	-1	.	-6	-3.3	-1.1	-1.9

(further entries)
Each structure is followed by: PHOSPHO1 block	NS3 helicase inh	V1aR counter	DNA FID counter	GalR3 antag	GPR7 antag	IMP-1 inhibitor	OXTR ag	VIM-2 inh
COc1ccc(O)c(C2NC(CC(C)C)(C(=O)O)C3C(=O)N(Cc4ccccc4)C(=O)C23)c1 (stereo unspecified)
    -3	1	0.3	-16	-1	-6	0.6	0.8	-4.1
CCN(CC)C(=O)c1cc2sc3ccccc3c2s1
    -7	-1	-0.7	-21	-9	-8	-3.0	-2.4	-1.4
O=C(Nc1cccc(C(F)(F)F)c1)c1cccnc1
    12	1	1.4	0	.	-16	-5.0	0.3	-0.3
O=C(c1ccco1)N1CCN(C(=O)c2ccc(CS(=O)c3ccc(Cl)cc3)o2)CC1 (stereo unspecified)
    -6	-9	1.7	-23	0	4	-1.3	1.5	-5.6
O=C(Nc1ccccc1C(F)(F)F)NC1CCCCCCC1
    8	-2	0.7	-8	.	-6	-0.9	-1.6	-2.2
O=C(N/N=C/c1ccc(N2CCCC2)c([N+](=O)[O-])c1)c1cccnc1
    -37	11	-0.4	-7	1	10	-0.6	0.1	1.1
O=C(Cn1nnc(-c2cccs2)n1)NCc1ccccc1
    23	5	-0.1	-2	1	0	-2.9	-0.2	-2.6
CCN(CC)S(=O)(=O)c1ccc(C(=O)Nc2nnc(-c3ccco3)o2)cc1
    -24	10	-0.6	-32	-4	-1	-3.3	-1.0	-2.3
O=C(O)CC1(CC(=O)NCc2ccccn2)CCCCC1
    37	1	-2.0	-5	-4	-11	-1.8	0.2	-3.1
COc1ccc(NC(=O)c2cc(S(=O)(=O)N3CCOCC3)cn2C)cc1Cl
    7	-4	-0.7	-19	.	-6	1.0	-0.5	-0.5

3 entries out of the list, sorted by number of heavy atoms, rising:
Each structure is followed by: PHOSPHO1 block	NS3 helicase inh	V1aR counter	DNA FID counter	GalR3 antag	GPR7 antag	IMP-1 inhibitor	OXTR ag	VIM-2 inh
O=C(O)CC1(CC(=O)NCc2ccccn2)CCCCC1
    37	1	-2.0	-5	-4	-11	-1.8	0.2	-3.1
O=C(Nc1ccccc1C(F)(F)F)NC1CCCCCCC1
    8	-2	0.7	-8	.	-6	-0.9	-1.6	-2.2
COc1ccc(NC(=O)c2cc(S(=O)(=O)N3CCOCC3)cn2C)cc1Cl
    7	-4	-0.7	-19	.	-6	1.0	-0.5	-0.5

Next records.
Each structure is followed by: PHOSPHO1 block	NS3 helicase inh	V1aR counter	DNA FID counter	GalR3 antag	GPR7 antag	IMP-1 inhibitor	OXTR ag	VIM-2 inh
CC1CCc2c(sc3ncnc(N4CCOCC4)c23)C1 (stereo unspecified)
    -2	-7	-1.0	-16	-2	-17	-3.5	-2.0	-0.1
CCCNC(=O)CN(C1CCCCC1)S(C)(=O)=O
    8	7	-0.2	0	2	-19	-0.9	0.5	-0.2
Cc1ccc2nc(N3CCN(C(=O)CCC(=O)O)CC3)nc(-c3ccccc3)c2c1
    .	7	1.9	-43	-11	-19	-3.2	-0.1	0.7
CNc1nnc(CSc2nc3ccccc3s2)s1
    -2	3	-0.2	-11	-2	-11	-4.2	1.0	0.1
Cc1ccc(OCC(O)Cn2c(N)nc3c2c(=O)n(C)c(=O)n3C)cc1 (stereo unspecified)
    1	-2	3.7	-9	1	-7	0.7	3.6	-1.4
CCCc1cc2c(cc1NC(=O)c1ccccc1Cl)OCO2
    42	8	1.3	-6	-4	10	-0.9	4.4	2.0
Cc1ccc(NC(=O)C2C3C=CC4(CN(Cc5cccnc5)C(=O)C24)O3)cc1F (stereo unspecified)
    -26	0	1.2	0	3	-8	-3.0	-1.1	-0.7
O=C(O)CCC(=O)Nc1ccc(Oc2ncnc3cc(Cl)ccc23)nc1
    32	3	-0.3	-4	-5	16	-0.5	-0.3	2.0
NC(=O)c1ccc(N=Nc2c(O)c3ccccc3[nH]c2=O)cc1
    38	2	0.6	-4	.	-2	-2.0	-0.5	-2.9
NNC(=O)c1ccccc1-n1cccc1
    -29	-4	-0.3	-7	-6	-15	-1.8	-1.2	-1.7
CCOC(=O)C1=C(CCl)NC(=O)NC1c1ccc2c(c1)OCO2 (stereo unspecified)
    29	-5	0.1	3	-3	-5	3.8	-0.6	-0.8
Cc1cc(C)nc(-n2ncc(C#N)c2N)n1
    54	2	-0.1	-1	-3	-14	-2.0	-0.3	-0.9
CC(C)c1nnc(NC(=O)CCC(=O)Nc2ccc(Cl)cc2)s1
    17	9	0.2	-8	-4	-3	-2.0	-0.8	-1.3
O=C(c1ccc(NC(=O)C2(c3ccccc3)CCCC2)cc1)N1CCOCC1
    22	-12	2.1	-30	-2	-6	-3.0	1.0	-3.5
COc1ccc(NC(=O)CCS(=O)(=O)c2cc3c(cc2Cl)NC(=O)CO3)cc1OC
    -15	1	-0.3	-5	-6	-3	-1.4	0.0	-5.3
COC(=O)C1=NN(C(C)(C)CC(C)=O)C2C(=O)N(C3CCCCC3)C(=O)C12 (stereo unspecified)
    -1	-5	0.4	-17	4	-2	-1.5	-0.5	-2.7
CCCCC(CC)C(=O)Nc1ccccc1C(=O)NC(C)C (stereo unspecified)
    -1	-10	-0.9	-14	-2	15	-1.0	-1.2	0.5
C/C(=N\NC(=O)c1ccc(F)cc1)c1ccc(N2CCOCC2)cc1
    1	7	-0.5	-4	-6	-9	-2.8	-0.4	-0.5
O=C(NC1CC1)C1=COCCO1
    14	0	0.5	-1	-4	4	0.4	-0.1	0.8
COC1(c2cc(-c3ccccc3)nc(N)n2)CCCCC1
    3	-3	-1.1	-18	-4	-9	-2.7	-1.6	-1.4
O=C(/C=C/c1c(F)cccc1Cl)Nc1ncccn1
    -8	4	0.0	-2	-2	1	-1.4	0.0	-2.9
COc1ccc(OCC(=O)N2CCN(c3nnc(-c4ccc(C)cc4)c4ccccc34)CC2)cc1
    51	-10	0.4	-19	-7	-7	-3.5	-2.0	-1.2
CCCCC1CC(C)(C(=O)CSc2nc3ccccc3s2)OC1=O (stereo unspecified)
    40	0	-1.0	-21	1	-9	-3.1	-1.5	-2.5
CC1=C(C(=O)NCc2ccc3c(c2)OCO3)C2(CCC(C)CC2)OC1=O (stereo unspecified)
    -10	-7	0.2	-9	.	-10	-2.7	-1.2	-1.4
CN(C)S(=O)(=O)c1cc(NC(=O)c2ccc(-n3ccnc3)c([N+](=O)[O-])c2)ccc1Cl
    6	26	4.0	-5	-8	13	-2.9	2.9	8.0*
O=C(CCC(=O)OCc1ccc(Cl)cc1)Nc1cccc([N+](=O)[O-])c1
    46	-9	0.6	3	0	4	-4.6	0.0	-4.8
Cc1nn(C)c(C)c1C1C(C#N)=C(N)OC2=C1C(=O)CC(C)(C)C2 (stereo unspecified)
    -9	9	0.5	-15	-3	-1	-0.9	-1.0	-2.6
Cc1nc(SCC(=O)c2ccc(F)cc2)c([N+](=O)[O-])[nH]1
    20	14	5.0	4	-3	-1	-4.8	-0.4	-2.5
O=c1ccc2c(o1)/C(=C/C=C(Cl)Cl)CCC2
    40	2	-1.4	-3	1	-11	-1.6	-2.0	-1.6
